High-throughput results from PubChem BioAssay.
PLK1 PBD inh = blocks phosphopeptide binding to human PLK1 polo-box domain; P53350; Plk1 PBD binding of FITC phosphopeptide, fluorescence polarization; Potency, µM, for the others: max response, negative = inhibition, actives largely listed as inhibitors; 360,000 tested, 2.8% active; AID 720504; note: potency is the fitted concentration of half-maximal effect; series mostly up to about 57 µM; % is set by controls: 0 for no effect and ±100 for the full control effect; nearly all actives have a fitted effect of over 65% in size
Target sequence (P53350 whole entry, looked up, the tested form may be a part): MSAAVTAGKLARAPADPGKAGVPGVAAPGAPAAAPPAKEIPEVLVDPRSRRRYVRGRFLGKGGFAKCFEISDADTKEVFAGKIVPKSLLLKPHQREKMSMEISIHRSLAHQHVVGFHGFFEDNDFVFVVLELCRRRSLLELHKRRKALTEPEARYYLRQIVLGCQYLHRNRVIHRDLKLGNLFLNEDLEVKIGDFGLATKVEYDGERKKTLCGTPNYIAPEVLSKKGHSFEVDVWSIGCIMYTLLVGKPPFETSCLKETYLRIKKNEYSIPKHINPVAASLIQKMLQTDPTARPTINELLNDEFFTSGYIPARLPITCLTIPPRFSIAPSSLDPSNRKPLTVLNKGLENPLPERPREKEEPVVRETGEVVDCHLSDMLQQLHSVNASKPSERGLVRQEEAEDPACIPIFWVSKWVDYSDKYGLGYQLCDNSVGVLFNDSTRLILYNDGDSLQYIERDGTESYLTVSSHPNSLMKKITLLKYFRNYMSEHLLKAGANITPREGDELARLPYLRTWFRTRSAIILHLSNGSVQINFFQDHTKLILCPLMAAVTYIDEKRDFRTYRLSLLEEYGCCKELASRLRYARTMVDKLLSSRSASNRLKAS
Abeta rescue = compounds reversing amyloid beta toxicity in yeast; AID 1347071; Potency, µM (doses to about 46.1 µM), for the others: at the highest dose growth rescue, usual class: activators; yeast expressing A-beta42, growth rescue, OD600, 48 h; response scale: 0% DMSO, 100% iron-clioquinol control; 410,000 tested, 0.063% active; note: potency is the fitted concentration of half-maximal effect; nearly all actives have a fitted effect of over 55% in size
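Growth rescue measured by 600 nm absorbance after 48 h yeast culture at 30 C with compound. Values normalized between DMSO and an equimolar ferric chloride plus clioquinol control.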
FUS yeast rescue = suppressors of FUS proteinopathy in yeast; AID 1347120; Potency, µM (highest dose often 76.6 µM), without a hit: at the top dose growth rescue (activation), hits mostly activators; 390,000 tested, 0.24% active; S. cerevisiae FUS-expressing, growth rescue, OD600, 24 h;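 note: potency is the fitted concentration of half-maximal effect; plate controls were DMSO vehicle for no effect and reference control for full effect; nearly all actives have a fitted effect of over 55% in size; some results filed as inactive show a strong effect at the top dose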
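Compound concentration series was pinned onto galactose-induced FUS-expressing yeast seeded at OD 0.005. Plates sat 24hr at 30C; absorbance at 600 nm gave growth. DMSO served as background control.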
EPAC1 antagonist = blocks human EPAC1 exchange factor; 360,000 tested, 0.14% active; Potency, µM (highest dose often 115 µM), without a hit: top-dose activity change, negative = inhibition, most hits filed as inhibitors; O95398; EPAC1 GEF assay, Rap1b-BODIPY-GDP exchange fluorescence;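 note: potency is the fitted concentration of half-maximal effect; plate controls were vehicle for no effect and positive control for full effect; nearly all actives have a fitted effect of over 50% in size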
WRN helicase inh = inhibitors of human WRN helicase; Q14191; WRN helicase unwinding, fluorescent forked duplex, kinetic; Potency, µM (doses to about 114 µM), without a hit: top-dose activity change, negative = inhibition, usual class: inhibitors; 360,000 tested, 0.46% active; AID 651768; note: potency is the fitted concentration of half-maximal effect; % is set by controls: 0 for no effect and ±100 for the full control effect; nearly all actives have a fitted effect of over 55% in size
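Kinetic red-fluorescence monitoring (525/598 nm) tracks WRN helicase activity after 100 nM fluorophore-quencher forked duplex and 2 mM ATP are added to 20 nM enzyme pretreated 15 min at room temperature with compound.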
PI5P4Ka inh = blocks human PI5P4K alpha kinase activity; PI5P4Kalpha enzyme, ADP-Glo luminescence, 60 min; stronger effect = lower value; max response, %; 330,000 tested, 1.2% active; AID 652105; active = max response of -50% or lower; inconclusive = between -30% and -50%; inactive = -30% or higher; note: value at the top dose of about 77 µM; % is set by controls: 0 for no effect and ±100 for the full control effect
Target sequence (P48426 whole entry, looked up): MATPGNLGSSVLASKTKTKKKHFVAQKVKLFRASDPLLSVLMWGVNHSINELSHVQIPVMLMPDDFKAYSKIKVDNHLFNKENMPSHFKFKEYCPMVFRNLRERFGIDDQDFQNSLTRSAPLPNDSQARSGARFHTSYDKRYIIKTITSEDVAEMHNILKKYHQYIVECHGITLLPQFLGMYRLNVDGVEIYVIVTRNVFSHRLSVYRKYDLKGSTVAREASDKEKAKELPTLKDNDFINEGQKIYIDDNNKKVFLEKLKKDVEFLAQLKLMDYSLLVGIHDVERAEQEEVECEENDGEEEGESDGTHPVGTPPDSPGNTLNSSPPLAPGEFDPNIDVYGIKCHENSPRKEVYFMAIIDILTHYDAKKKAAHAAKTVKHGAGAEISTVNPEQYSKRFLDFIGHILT
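qHTS, 1536-well: enzyme/substrate mix, compound by pin tool, 5 microM ATP final; RT 60 min; ADP-Glo reagents 1 (45 min) then 2 (30 min); luminescence.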
aSyn rescue = inhibitors of alpha-synuclein toxicity in yeast; AID 652106; 370,000 tested, 0.14% active; Yeast expressing alpha-synuclein, growth rescue, BacTiter-Glo, 24 h; Potency, µM (top dose mostly 46.1 µM), without a hit: at the highest dose growth rescue (activation), usual class: activators; note: potency is the fitted concentration of half-maximal effect; % of control where 0% means no effect; nearly all actives have a fitted effect of over 65% in size
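Readout is rescue of growth in alpha-synuclein-expressing yeast, so inhibitors of toxicity appear as activators. Growth after 24 hr at 30 deg C in galactose medium is quantified by luminescence.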
EPAC1 agonist = activates human EPAC1 exchange factor; EPAC1 agonist qHTS, biochemical assay; response scale: 100% = response to 6.5 mM cAMP; O95398; Potency, µM (doses to about 154 µM), inactives show at the highest dose activation, actives largely listed as activators; 360,000 tested, 0.073% active; AID 720707; note: potency is the fitted concentration of half-maximal effect; nearly all actives have a fitted effect of over 60% in size
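Nucleotide exchange assay: 100 nM EPAC1 with 250 nM Rap1B loaded with BODIPY-GDP and 50 uM GDP, room temperature. Fluorescence (480/540 nm) read every 5 min for 30 min; signal change normalized to 6.5 mM cAMP as full agonist.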
IL2 activator = activators of IL-2; IL-2 activation reporter assay, cell-based qHTS; stimulated with anti-CD3/CD4/CD28 beads; in transgenic mouse T cells; activation, % (series mostly up to about 46 µM); 360,000 tested, 0.065% active; in the data active = activation above about 50%; inconclusive = mostly about 30% to 49%; note: 0% is about no effect
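First, unstimulated transgenic mouse T cells were exposed to compound for 60 min. Next, anti-CD3/anti-CD4-coated beads with anti-CD28 were added. Finally, after 18 h at 37 degrees C, EGFP and DsRed were imaged.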
The depositor's hits bear a star; ? = inconclusive; nt = not tested or not shown; [ ] = dose if it differs, or a comment. Unless noted, calls come from the whole dose curve; as a rule, active = well fitted curve in the direction sought with a large enough effect; inconclusive = small, poorly fitted or top-dose-only effect, or another doubt; inactive = no such curve, though single readings can be large; an effect the other way counts as inactive or inconclusive. Outcome played no part in choosing rows; 4.1% or so of the library scored in one or more.

Sample of the layout:
Order of values – PI5P4Ka inh	WRN helicase inh	EPAC1 antagonist	FUS yeast rescue	aSyn rescue	PLK1 PBD inh	EPAC1 agonist	IL2 activator	Abeta rescue
Cc1ccc(NC(=O)c2ccc3c(c2)N(CC(=O)N2CCCCC2)C(=O)C(C)(C)O3)cc1
 : 1.6	9.7%	4.1%	?	-10.2%	0.1%	-8.7%	-3.1	9.1%
CC1(C)CCC(=O)N2CC[C@H]3C[C@H](OC(=O)Nc4ccc(Br)cc4)C[C@@H]1[C@H]32
 : 2.6	3.8%	?	-18.1%	-1.9%	-12.5%	-9.6%	-0.5	-1.5%

Main list (from the top)
Order of values – PI5P4Ka inh	WRN helicase inh	EPAC1 antagonist	FUS yeast rescue	aSyn rescue	PLK1 PBD inh	EPAC1 agonist	IL2 activator	Abeta rescue
Cc1ccc(NC(=O)c2ccc3c(c2)N(CC(=O)N2CCCCC2)C(=O)C(C)(C)O3)cc1
 : 1.6	9.7%	4.1%	?	-10.2%	0.1%	-8.7%	-3.1	9.1%
CC1(C)CCC(=O)N2CC[C@H]3C[C@H](OC(=O)Nc4ccc(Br)cc4)C[C@@H]1[C@H]32
 : 2.6	3.8%	?	-18.1%	-1.9%	-12.5%	-9.6%	-0.5	-1.5%
C/C(=N\Nc1ccccn1)c1ccc(OC(F)F)cc1
 : 1.5	0.5%	-13.0%	-5.9%	-6.1%	-11.9%	-6.6%	-0.6	-9.6%
COc1ccc(NC(=O)C2(C)CCN2CCOc2ccccc2)cc1OC (configuration not stated)
 : 7.3	3.1%[57.1 µM]	-6.1%	-8.8%	0.5%	-9.4%	-1.1%	-0.3	-11.9%
CCCNC(=O)c1onc(CSc2ccncc2)c1C(=O)NCCC
 : -0.7	0.2%	-8.1%	-2.9%	-4.3%	-9.1%	5.5%	-0.3	2.7%
Cc1[nH]n(-c2ccc([N+](=O)[O-])cc2)c(=O)c1C=NCCc1c[nH]c2ccccc12
 : 0.6	-2.3%	7.6%	1.3%	-8.5%	-5.1%	-9.1%	-5.0	-3.0%
CS(=O)(=O)N1CCN(c2ccccc2NC(=O)c2ccc(-c3ccc(Cl)cc3Cl)o2)CC1
 : 14.6	2.7%	-1.9%	19.0%	-2.7%	-8.5%	0.0%	1.5	-5.6%
COc1ccc(C(=O)N=C2SC3CS(=O)(=O)CC3N2Cc2ccccc2)cc1OC (configuration not stated)
 : 3.9	-4.7%[57.1 µM]	-6.5%	35.0%	-2.8%	-19.5%	2.9%	0.8	5.0%
CCN1CCN(S(=O)(=O)c2ccc(Cl)c(C(=O)N(CC(C)C)C3CCS(=O)(=O)C3)c2)CC1 (configuration not stated)
 : 7.4	-1.8%	16.1%	nt	1.8%	-4.3%	-5.1%	1.5	2.3%
COc1cccc(C2CC(c3cccc(NS(C)(=O)=O)c3)=NN2C(=O)c2ccccc2)c1OC (configuration not stated)
 : -10.5	1.9%	-12.0%	nt	6.8%	-11.0%	4.6%	-3.8	-1.2%
COc1ccc(N2CC(C(=O)Nc3nnc(SCCC4OCCO4)s3)CC2=O)cc1 (configuration not stated)
 : ?	-2.6%	-2.6%	?	-4.3%	?	1.5%	-1.8	14.2%
CCCCC(CC)C(=O)Nc1ccc(S(=O)(=O)N2CCCC2)cc1 (configuration not stated)
 : 2.3	1.0%	-20.8%	24.1%	6.3%	-2.5%	5.3%	1.3	14.4%
Nc1nc(SCC(=O)NNc2c(Cl)cc(Cl)cc2Cl)n[nH]1
 : -1.8	-25.5%	7.1%	nt	-1.2%	18.9µM*	3.6%	-0.4	-7.0%
O=C(Nc1cn(-c2ccccc2)nc1-c1ccc(F)cc1)c1ccccc1
 : 9.4	0.0%	8.7%	nt	3.0%	-5.4%	-7.8%	-3.6	-2.2%
CC(=O)Nc1ccc(SC[C@H](Cc2ccccc2)N2CCN(CCc3ccccc3)CCC2=O)cc1
 : -3.1	-9.2%	-1.5%	-2.6%	-2.2%	11.9µM*	3.9%	0.7	9.3%
Cc1ccc(C)c(C(=O)COC(=O)Cn2[nH]c(=O)c3ccccc3c2=O)c1
 : 1.6	-0.7%	-14.5%	2.4%	9.7%	-6.6%	7.8%	25.5	10.7%
Cc1nn(C)cc1CNC(=O)COc1ccc(Cl)cc1Cl
 : 4.5	-12.8%	-6.2%	5.2%	?	-4.0%	-0.2%	-1.1	3.0%
CCOC(=O)N1CCN(C(=O)c2ccc3c(=O)n(Cc4ccccc4)c(=S)[nH]c3c2)CC1
 : 0.1	1.2%	-2.0%	22.5%	0.1%	4.0%	1.6%	-2.2	7.6%
COC(=O)[C@@]1(C(C)C)N=C(c2cc(OC)c(OC)c(OC)c2)[C@]2(O1)C(=O)N(Cc1ccc(OC)cc1)c1ccc(Br)cc12
 : 5.3	6.1%	2.7%	-6.9%	10.1%	2.6%	-3.6%	-0.9	-8.1%
CC(C)Nc1nc2nonc2nc1Nc1ccccc1
 : 4.0	-1.7%	10.3%	-6.3%	1.9%	-1.9%	12.4%	2.5	3.2%
O=C(COC(=O)c1ccc(S(=O)(=O)N2CCOCC2)cc1)NC1CCCCCC1
 : nt	3.0%[57.1 µM]	7.6%	7.8%	10.9%	-2.8%	-6.2%	-2.8	-9.6%
CCOC(=O)[C@@H]1[C@H]2COc3ccccc3[C@@H]2N2C(=O)N(c3cccc(Cl)c3)C(=O)[C@]12C
 : 8.8	-14.6%	-3.5%	?	21.6%	?	2.4%	-0.9	16.3%
O=C(CSc1nc2ccccc2n1S(=O)(=O)c1ccccc1)N1CCCC1
 : -3.7	4.6%	-16.1%	nt	-0.2%	0.4%	-4.2%	0.1	2.3%
C=CCNC(=S)N/N=C/c1cccc([N+](=O)[O-])c1
 : 0.3	0.5%	-5.3%	14.9%	-4.6%	-14.7%	0.6%	-0.4	?
CCN1C(=O)C2(SC(NC(C)=O)=NN2C(C)=O)c2cc(C)cc(C)c21 (configuration not stated)
 : -2.2	-22.8%	-9.6%	nt	-1.3%	-13.8%	0.8%	-3.9	2.0%
c1ccn2cc(C34CC5CC(CC(C5)C3)C4)nc2c1
 : -8.2	-3.2%	5.5%	-0.8%	-2.0%	-11.5%	-7.4%	-3.1	-7.0%
COC(=O)/C=C1/SC(=NC(=O)c2cccc([N+](=O)[O-])c2)NC1=O
 : -6.3	0.1%	7.4%	-15.5%	?	?	3.0%	-1.7	4.0%
COC(=O)c1sccc1NC(=O)c1csc2c1CCCC2
 : nt	-4.4%	-3.9%	22.2%	-1.8%	-11.1%	19.2%	0.7	-19.0%
Cc1sc2ncnc(SC(C)C(=O)N3c4ccccc4Sc4ccccc43)c2c1C (configuration not stated)
 : 10.5	1.6%	1.7%	nt	-2.3%	-4.8%	4.6%	-4.0	-13.4%
CSCCC1NC(=O)NC1=O (configuration not stated)
 : -7.0	9.7%	6.4%	-24.0%	-13.6%	-10.3%	-0.5%	0.7	-1.2%
COC(=O)Cc1c(C)nc2nc(-c3ccc(OC)cc3)[nH]n2c1=O
 : ?	0.3%	3.2%	nt	2.5%	2.5%	9.7%	0.2	7.9%
Cc1c(S(=O)(=O)N2CCc3ccccc3C2)c(=O)n(C)c(=O)n1C
 : 5.1	-8.8%	-10.0%	-15.7%	-0.1%	-16.6%	-21.4%	-1.7	8.1%
CCN(CC)S(=O)(=O)c1ccc(C)c(NC(=O)/C=C/c2cccs2)c1
 : -16.0	-15.9%	-20.1%	nt	0.7%	0.3%	-2.0%	-0.4	?
O=C1O/C(=C/C(=O)N2CCOCC2)c2ccccc21
 : 3.8	-6.0%	-8.2%	-7.9%	0.1%	-5.2%	1.7%	1.6	-6.1%
O=C(COC(=O)C1=COCCO1)NCc1ccc(F)cc1
 : 7.9	3.2%	-1.8%	-14.9%	-8.0%	-12.7%	12.3%	-4.4	0.1%
Cc1nnc(SCc2cccc([N+](=O)[O-])c2)[nH]c1=O
 : 0.2	-2.0%	-11.9%	13.4%	-12.9%	-24.1%	-0.9%	14.8	-2.9%
O=C(c1cc2cc(F)ccc2[nH]1)N1CCN(c2ccc(F)cc2)CC1
 : 1.5	-0.9%	-1.1%	-10.5%	4.3%	3.3%	-10.4%	-2.6	0.9%
Cc1cccc(OCc2nnc(SCC(=O)c3ccccc3)o2)c1
 : 3.0	-7.0%	-2.4%	15.6%	11.8%	-15.2%	0.2%	0.1	26.3%
O=c1ccc2[n+]([O-])c3ccc(O)cc3oc-2c1
 : -23.4	nt	-6.7%	-4.2%	-12.1%	-27.5%	8.7%	0.6	14.1%
O=C(c1cccs1)N1CCN(Cc2cccc([N+](=O)[O-])c2)CC1
 : 2.6	-22.4%	-23.7%	21.5%	0.8%	-22.5%	4.9%	-0.7	-5.8%
Oc1oc(-c2cccc3ccccc23)nc1/C=N/c1nccs1
 : 2.3	-28.7%	-12.3%	?	1.1%	3.4%	-3.0%	2.8	?
NC(=O)CN1C(=O)C(=O)N(Cc2ccccc2Cl)C1=O
 : 0.9	-2.6%	-6.0%	-14.1%	-8.1%	-11.4%	-2.0%	1.7	-14.2%
CCC(C(=O)Nc1cc(C(=O)O)ccc1C)c1ccccc1 (configuration not stated)
 : 0.5	6.2%	13.1%	18.3%	6.6%	1.0%	11.3%	1.9	32.2%
CN(C)S(=O)(=O)c1cccc(C(=O)NCCOC(=O)c2cc(F)c(F)cc2Cl)c1
 : 1.7	6.0%	-4.4%	12.3%	-1.4%	-11.1%	8.7%	-0.4	-2.1%
O=C(O)CCCn1cc(NC(=O)c2cc(F)c(F)cc2Cl)cn1
 : -19.1	0.6%[57.1 µM]	8.0%	13.7%	0.9%	8.44µM*	4.3%	-0.7	-14.4%
COc1ccc(S(=O)(=O)NCc2cccnc2)cc1NC(=O)c1ccc(Cl)cc1
 : 6.1	-14.8%	-13.4%	33.1%	-0.1%	-7.6%	16.2%	-0.4	4.3%
CN(Cc1cnccn1)Cc1nc(Cc2ccccc2Cl)no1
 : 0.7	1.9%	0.7%	-22.2%	-3.0%	-11.6%	-9.2%	-3.0	0.5%
